TSHR antagonist: Antagonists of the Thyroid Stimulating Hormone Receptor: HTS campaign. Thyrotropin receptor (Homo sapiens), P16473. TSHR-expressing cells, TSH-stimulated cAMP HTRF, 2 h; active compounds read low. activity change, negative = inhibition, % at 11.5 µM. hit rate 0.2% among 330,000;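 active = activity change below a set negative limit, meaning inhibition stronger than a set level, cut at about -70% in these data; inconclusive = activity change between two set negative limits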; also: % is scaled to controls: 0 for no effect and ±100 for the full control effect
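Antagonism was scored as loss of TSH-driven cAMP in TSHR cells, stimulated with 4nM TSH (EC80) for 2 hours at 37 deg C and detected by homogeneous HTRF competition immunoassay.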
TSG101-PTAP inh: qHTS Assay for Iinhibitors of HIV-1 Budding by Blocking the Interaction of PTAP/TSG101; Fluorescence polarization, FITC-PTAP peptide / Tsg101 binding; Potency, µM (highest dose often 115 µM), for the others: at the highest dose activity change, negative = inhibition, actives largely listed as inhibitors; Tumor susceptibility gene 101 protein (Homo sapiens), Q99816; 340,000 tested, under 10 active; active = well fitted inhibition curve with a large enough effect in the main read-out, with a control signal flat, not every such curve was filed as active; inconclusive = small, poorly fitted or top-dose-only effect, or effect the other way, or a change in a side signal; inactive = no such curve, though single readings can be large or run the other way; also: potency is read from the fitted curve at half-maximal effect; % of control where 0% means no effect
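FP read-out: FITC-PTAP peptide, 50 nM final, binding Tsg101 binding domain, 10 uM final; 20 min, r.t.; 10 mM HEPES pH 7.5, 0.15 M NaCl, 0.01% Tween 20, 3 mM EDTA, 0.1 mM TCEP.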
Tb PFK inh: qHTS Assay to Find Inhibitors of T. brucei phosphofructokinase; hit rate 0.17% among 330,000; ATP-dependent 6-phosphofructokinase (Trypanosoma brucei brucei), O15648; AID 485367, 2010; T. brucei PFK, ADP-Glo luminescence; Potency, µM (titrated, usually from 57.5 µM), for inactives: top-dose activity, negative = inhibition, hits mostly inhibitors;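 also: potency is read from the fitted curve at half-maximal effect; 0% = uninhibited 1x PFK enzyme wells and -100% = no-enzyme wells; nearly all actives have a fitted effect of over 60% in size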
Target sequence (O15648 whole entry, looked up): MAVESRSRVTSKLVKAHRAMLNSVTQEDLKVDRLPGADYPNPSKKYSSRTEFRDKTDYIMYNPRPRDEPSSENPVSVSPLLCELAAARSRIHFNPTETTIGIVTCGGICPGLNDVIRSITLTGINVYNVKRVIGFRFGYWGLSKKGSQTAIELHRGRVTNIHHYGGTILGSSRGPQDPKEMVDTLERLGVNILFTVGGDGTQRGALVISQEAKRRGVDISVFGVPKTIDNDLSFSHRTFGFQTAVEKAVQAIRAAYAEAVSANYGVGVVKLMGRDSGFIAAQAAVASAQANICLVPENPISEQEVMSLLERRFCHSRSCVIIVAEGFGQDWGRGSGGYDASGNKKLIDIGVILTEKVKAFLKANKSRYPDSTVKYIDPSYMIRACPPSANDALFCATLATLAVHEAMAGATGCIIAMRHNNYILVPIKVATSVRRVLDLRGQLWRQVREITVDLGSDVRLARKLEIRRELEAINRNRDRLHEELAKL
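Compounds were pin-transferred as a titration series up to 57 uM into substrate buffer (0.5 mM F6P, 0.1 mM ATP, pH 8.0), then 1.25 nM PFK was added and reactions ran 45 min before ADP-Glo detection.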
ELG1 DNA repair: qHTS screen for small molecules that inhibit ELG1-dependent DNA repair in human embryonic kidney (HEK293T) cells expressing luciferase-tagged ELG1; Potency, µM (top dose mostly 46.1 µM), for the others: at the top dose activity change, negative = inhibition, hits mostly inhibitors; HEK293T ELG1-luciferase reporter, luminescence, 16 h; DNA damage induced by 5-fluorouridine; hit rate 2.3% among 330,000; also: potency is read from the fitted curve at half-maximal effect; % is scaled to controls: 0 for no effect and ±100 for the full control effect; nearly all actives have a fitted effect of over 55% in size
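DMSO vehicle served as the neutral condition. Each well held 2,000 cells given 5-fluorouridine plus compound; after 16 hr at 37 °C/5% CO2, ONE-Glo was added and luciferase measured 30 min later.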
uPA surface inh: qHTS for Inhibitors of Cell Surface uPA Generation; hit rate 0.31% among 330,000; cell surface uPA generation assay, qHTS; Potency, µM (series often up to 38.3 µM), inactives show at the highest dose activity change, negative = inhibition, most hits filed as inhibitors; active = well fitted inhibition curve with a large enough effect; inconclusive = small, poorly fitted or top-dose-only effect; inactive = no such curve, though single readings can be large or run the other way; tested in mouse RAW 264.7 cells; also: potency is read from the fitted curve at half-maximal effect; % is scaled to controls: 0 for no effect and ±100 for the full control effect; nearly all actives have a fitted effect of over 55% in size
BCR signal inh: qHTS Assay to Find Inhibitors of Chronic Active B-Cell Receptor Signaling | hit rate 0.05% among 340,000 | Potency, µM (highest dose often 46.1 µM), for inactives: at the top dose ratio change, negative = lower green/red ratio, actives largely listed as inhibitors | AID 493014, 2011 | ABC-DLBCL IkBa-CBG/CBR reporter, luminescence ratio, 4 h; active = well fitted inhibition curve with a large enough effect in the signal ratio, with a control signal flat, not every such curve was filed as active; inconclusive = small, poorly fitted or top-dose-only effect, or effect the other way, or a change in a side signal; the % refers to the signal ratio;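 also: potency is read from the fitted curve at half-maximal effect; plate controls were basal doxycycline-induced cells for no effect and cells given 10 µM MG132 for full effect; MG132 reads +100%, hits lower the ratio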
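TMD8 ABC-DLBCL cells carrying doxycycline-inducible green luciferase fused to IkappaBalpha plus unfused red luciferase were exposed to compounds (up to 46 uM) for 4 hrs at 37C. Activity came from the overlap-corrected green/red luminescence ratio.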
TCR activator: Activators of T cell receptors: qHTS campaign; primary human leukocytes, anti-CD3, IL-2 HTRF, 48 h; Potency, µM (series often up to 9.22 µM), without a hit: top-dose activation of IL-2 secretion, hits mostly activators; 330,000 tested, under 10 active; also: % of control where 0% means no effect
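1) Mix primary human leukocytes, a-CD3 beads and compound. 2) Incubate 48 hr. 3) Add HTRF IL-2 reagents (a-IL-2-K, a-IL-2-d2).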
Eya2 inh: qHTS Assay for Inhibitors of the Phosphatase Activity of Eya2; AID 488837, 2010; recombinant Eya2, OMFP fluorescence dephosphorylation (OMFP is methylfluorescein phosphate); Protein phosphatase EYA2 (Homo sapiens), O00167; Potency, µM (series often up to 76.9 µM), for inactives: at the top dose activity, negative = inhibition, actives largely listed as inhibitors; hit rate 0.006% among 330,000; also: potency is read from the fitted curve at half-maximal effect; % is scaled to controls: 0 for no effect and ±100 for the full control effect
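Eya2 (0.2 uM) preincubated 10 min at ambient with compound, then OMFP substrate added at 50 uM; 10 min reaction in 50 mM HEPES pH 7.5, 50 mM NaCl, 5 uM MgCl2, 0.05% BSA, 1 mM DTT. Fluorescence read at Ex 485/Em 525 nm.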
B2AR arrestin: qHTS assay of beta-arrestin-biased ligands of beta2-adrenergic receptor; Beta-2 adrenergic receptor (Homo sapiens), P07550; beta-arrestin recruitment to beta2AR, cell-based reporter; Potency, µM (series often up to 46.1 µM), without a hit: at the top dose activation, actives largely listed as activators; hit rate 0.02% among 330,000; AID 492947, 2010;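 also: potency is read from the fitted curve at half-maximal effect; 0% = DMSO controls and full agonism = EC100 isoproterenol or metaproterenol; nearly all actives have a fitted effect of over 65% in size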
Target sequence (P07550 whole entry, looked up): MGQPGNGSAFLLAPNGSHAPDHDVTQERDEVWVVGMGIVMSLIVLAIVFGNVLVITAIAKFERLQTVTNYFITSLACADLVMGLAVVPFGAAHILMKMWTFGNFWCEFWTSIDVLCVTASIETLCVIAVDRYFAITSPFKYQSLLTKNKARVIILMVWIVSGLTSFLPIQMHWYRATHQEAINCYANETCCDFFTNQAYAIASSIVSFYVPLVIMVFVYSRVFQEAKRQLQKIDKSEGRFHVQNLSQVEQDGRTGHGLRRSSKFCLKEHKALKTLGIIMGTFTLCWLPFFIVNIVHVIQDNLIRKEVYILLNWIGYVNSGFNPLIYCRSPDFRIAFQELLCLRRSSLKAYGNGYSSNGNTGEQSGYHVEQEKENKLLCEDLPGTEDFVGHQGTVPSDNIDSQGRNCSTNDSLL
Mito fusion yeast: qHTS Assay for Small Molecule Inhibitors of Mitochondrial Division or Activators of Mitochondrial Fusion. S. cerevisiae fusion-defective mutant growth rescue, CellTiterGlo 48 h. Potency, µM (titrated, usually from 46.1 µM), without a hit: top-dose growth rescue (activation), usual class: activators. hit rate 0.23% among 320,000;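 also: potency is read from the fitted curve at half-maximal effect; % of control where 0% means no effect; nearly all actives have a fitted effect of over 45% in size; temperature-sensitive fusion mutants such as fzo1-1 at 37 °C on non-fermentable ethanol glycerol medium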
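Yeast fusion mutant, YPEG (non-fermentable carbon), compound, 48 h at 37C non-permissive; CellTiterGlo added, 10 min RT, luminescence read. Rescued growth = division inhibition.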
USP2a inh: qHTS Assay for Inhibitors of Ubiquitin-specific Protease USP2a Using CHOP2 as the Reporter; USP2 core, Ub-CHOP2 coupled fluorogenic reporter, 485/531; Potency, µM (highest dose often 38.3 µM), for inactives: top-dose activity change, negative = inhibition, actives largely listed as inhibitors; hit rate 0.01% among 330,000; AID 463254, 2010;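 also: potency is read from the fitted curve at half-maximal effect; plate controls were DMSO wells for no effect and full inhibition by NEM control for full effect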
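USP2 core (10nM final) preincubated 30min RT with compound in 20mM Tris-HCl pH 8.0, 2mM CaCl2, 2mM beta-mercaptoethanol, 0.05% CHAPS; 25nM Ub-CHOP2 plus 25nM reporter substrate added, fluorescence (Ex485/Em531) read after 60min.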
Starred values were filed as active, the others as inactive; ? = inconclusive; . = not tested or not shown; [ ] = another dose, or the depositor's remark. Unless noted, calls follow the shape of the dose curve; as a rule, active = well fitted curve in the direction sought with a large enough effect; inconclusive = small, poorly fitted or top-dose-only effect, or another doubt; inactive = no such curve, though single readings can be large; an effect the other way counts as inactive or inconclusive.

SMILES	TSHR antagonist	TSG101-PTAP inh	Tb PFK inh	ELG1 DNA repair	uPA surface inh	BCR signal inh	TCR activator	Eya2 inh	B2AR arrestin	Mito fusion yeast	USP2a inh
c1ccc(-c2cn3c(n2)CCC3)cc1	-13	2%	2%	?	1%	3%	12%	-4%	-1.1%	-3%	7%
O=C(CSc1cccc[n+]1[O-])Nc1cccc(Oc2ccccc2)c1	12	0%	0%	?	-2%	?	3%	8%	0.2%	0%	-4%
CCOc1ccc(S(=O)(=O)N2CCC(C(=O)N3CCc4ccccc4C3)CC2)cc1	21	0%	-4%	?	-4%	0%	0%	-2%	0.4%	7%	-2%
CC(=O)N(CCCc1ccc(C(C)(C)C)cc1)CCCN(C)C	-5	-4%	1%	13%	-6%	0%	0%	14%	0.0%	-14%	6%
CCOC(=O)C1CCN(c2c(NC3CCCCCCC3)c(=O)c2=O)CC1	-3	1%	1%	1%	-27%	1%	1%[46.1 µM]	1%	-0.1%	1%	5%
COc1cccc(-c2csc(N3CCN(CC(=O)NNC(=O)c4ccc(Cl)cc4)CC3)n2)c1	-13	-2%	0%	?	-13%	?	-10%	-15%	-0.3%	-1%	2%
CC(NC(=O)CSc1nnnn1C1CC1)c1ccccc1Br (configuration not stated)	.	0%	3%	14%	3%	-4%	.	-11%	-0.8%	.	6%
Cc1ccc(NC(=O)Cn2cnc(C(=O)Nc3ccc(C)c(C)c3)n2)cc1C	0	4%	0%	?	7%	0%	1%[46.1 µM]	-2%	0.1%	.	0%
COc1cc(C(=O)NC(=S)Nc2cccc3nc(C)ccc23)cc(OC)c1OC	-12	1%	1%	-1%	0%	-4%	0%	16%	0.1%	0%	11%
O=C(COC(=O)C1CCN(c2ccc(C(F)(F)F)cn2)CC1)c1cccc(Br)c1	-1	0%	-1%	-2%	0%	-12%	-5%	-27%	-0.5%	4%	2%
Cc1noc(C)c1CSc1nnnn1-c1ccc(Cl)cc1	-20	0%	-2%	-15%	0%	?	2%	25%	-0.2%	3%	-1%
CCOC(=O)c1cn(Cc2ccc(C)cc2)c2cc(F)ccc2c1=O	-2	0%	0%	?	18%	-2%	-5%	3%	-1.0%	2%	2%
CCC(C)(C(=O)NC1CCCC1)N(C(=O)CNC(=O)c1ccccc1)c1c(C)n(C)n(-c2ccccc2)c1=O (configuration not stated)	4	0%	-2%	14%	2%	7%	-4%	5%	-0.3%	10%	2%
NS(=O)(=O)c1ccc(N2C(=O)C3C4CC(C(Br)C4Br)C3C2=O)cc1 (configuration not stated)	-8	-1%	3%	5%	5%	-4%	-4%	4%	-0.1%	4%	4%
CCOC(=O)c1cc2c(C(F)(F)F)cc(-c3cccnc3)nc2o1	1	0%	-1%	2%	-3%	4%	-2%	12%	-0.2%	0%	0%

Profiles, quoted from the list:
Profile of CCOc1ccc(S(=O)(=O)N2CCC(C(=O)N3CCc4ccccc4C3)CC2)cc1 → TSHR antagonist = 21; TSG101-PTAP inh = 0%; Tb PFK inh = -4%; ELG1 DNA repair = ?; uPA surface inh = -4%; BCR signal inh = 0%; TCR activator = 0%; Eya2 inh = -2%; B2AR arrestin = 0.4%; Mito fusion yeast = 7%; USP2a inh = -2%
Profile of O=C(CSc1cccc[n+]1[O-])Nc1cccc(Oc2ccccc2)c1 → TSHR antagonist = 12; TSG101-PTAP inh = 0%; Tb PFK inh = 0%; ELG1 DNA repair = ?; uPA surface inh = -2%; BCR signal inh = ?; TCR activator = 3%; Eya2 inh = 8%; B2AR arrestin = 0.2%; Mito fusion yeast = 0%; USP2a inh = -4%

The list goes on:
SMILES	TSHR antagonist	TSG101-PTAP inh	Tb PFK inh	ELG1 DNA repair	uPA surface inh	BCR signal inh	TCR activator	Eya2 inh	B2AR arrestin	Mito fusion yeast	USP2a inh
CN1C(=O)c2ccc(NC(=O)CSc3ccccc3)cc2C1=O	8	1%	0%	?	-10%	13%	-1%	-12%	-0.1%	-6%	2%
COC(CNC(=O)c1ccc2c(c1)ncn2-c1ccc(C)cc1C)OC	-4	0%	0%	1%	3%	-1%	-16%	-2%	-0.4%	2%	-1%
Clc1cccc2sc(N3CCN(c4ccccc4)CC3)nc12	-8	-1%	-1%	-2%	13%	?	4%[46.1 µM]	-9%	-0.1%	?	4%
O=C(CN1C(=O)CCS(=O)(=O)c2ccccc21)NCc1ccc2c(c1)OCO2	3	-1%	-2%	?	0%	-1%	0%	-5%	-1.7%	3%	-4%
C=CCn1c(SCC(=O)N2CCOCC2)nc2ccccc2c1=O	20	-8%	4%	6%	-5%	-3%	-6%	7%	0.0%	1%	1%
O=C(NCCc1ccccc1)c1nc(CS(=O)(=O)c2ccc(Cl)cc2)no1	-5	-5%	1%	-26%	6%	1%	5%	-10%	-0.1%	7%	-3%
CC1CCc2c(sc(NC(=O)c3c([N+](=O)[O-])cnn3C)c2C(N)=O)C1 (configuration not stated)	5	1%	14%	3%	-3%	2%	7%	-5%	0.5%	1%	0%
Cc1ccc(-n2c(Cc3cccs3)nnc2SCC(=O)Nc2ccc(F)c(F)c2)cc1	-7	-4%	0%	-18%	.	?	0%	-3%	5.2%	0%	-1%
CC(=O)c1cc2c(cc1NC(=O)CCc1ccccc1)OCO2	-5	-7%	-5%	11%	-1%	?	-19%	-2%	-0.1%	11%	2%
CCOc1cccc2sc(=NC(=O)CCS(=O)(=O)c3ccc(F)cc3)n(C)c12	-10	-1%	-7%	?	?	?	-4%	7%	-1.0%	9%	0%
COCCn1nnnc1C(c1cc2cccc(C)c2[nH]c1=O)N1CCN(c2ccccc2F)CC1 (configuration not stated)	-6	1%	14%	-21%	1%	-22%	-4%	12%	0.4%	-1%	-1%
Cc1cc(NC(=O)c2ccc(S(=O)(=O)N(C)C)cc2)n(-c2ccccn2)n1	-1	-7%	-3%	0%	0%	1%	-2%	8%	-1.0%	3%	1%
COc1ccc(CNC(=O)c2ccc3nccnc3c2)cc1	11	-2%	0%	-3%	4%	-9%	-1%	-1%	0.1%	-17%	0%
CC(C)(C)c1ccc(OCCC(=O)Nc2cccc(S(=O)(=O)N3CCCC3)c2)cc1	-21	0%	0%	?	-3%	2%	-5%	8%	0.0%	14%	-13%
COc1ccccc1C(=O)N/C(=C\c1ccc(Br)cc1)C(=O)NCCO	0	-4%	-4%	3%	-3%	1%	2%	11%	-0.1%	-1%	1%
Cc1ccc(CSc2nnc(-c3ccccn3)n2N)cc1	-1	-3%	0%	?	-3%	?	-7%	12%	-0.6%	5%	14%
Cc1ccc(S(=O)(=O)N2CCCC(C(=O)N3CCN(C)CC3)C2)cc1 (configuration not stated)	0	2%	4%	-6%	11%	-1%	1%	7%	-1.0%	-1%	-1%
Cc1ccc(-n2c(=O)[nH]c3c(C(N)=O)nc(C(C)C)nc32)cc1	2	-5%	13%	5%	-6%	-4%	1%	3%	0.0%	?	0%
C=CCNC(=O)c1onc(CSc2ccc(F)cc2)c1C(=O)NCCOC	15	0%	3%	0%	3%	5%	0%	-2%	-0.2%	2%	3%
Cc1cc(C)c(C(=O)N2CCCC(CNS(=O)(=O)c3cccs3)C2)o1 (configuration not stated)	-5	1%	0%	-25%	8%	0%	2%	-3%	-0.1%	3%	-6%

Bioassay records: PubChem, National Center for Advancing Translational Sciences (NCATS)
